# Bioassay records deposited in PubChem BioAssay by Broad Institute.
# RAD54 branch = inhibitors of human RAD54 branch migration; RAD54 Holliday junction branch migration, FAM/BHQ fluorescence; inhibition, % at 10.4 µM; 360,000 compounds, 0.14% hits; AID 602329;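 active = mean normalized replicate activity at least 40 and at least half of replicates scoring 40 or more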;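 note: 0% = median of neutral control wells and 100% = median of positive control wells; inhibitors cause a drop in the FAM fluorescence signal; in these data hits start at about 50%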
# Target sequence (Q92698 whole entry, looked up): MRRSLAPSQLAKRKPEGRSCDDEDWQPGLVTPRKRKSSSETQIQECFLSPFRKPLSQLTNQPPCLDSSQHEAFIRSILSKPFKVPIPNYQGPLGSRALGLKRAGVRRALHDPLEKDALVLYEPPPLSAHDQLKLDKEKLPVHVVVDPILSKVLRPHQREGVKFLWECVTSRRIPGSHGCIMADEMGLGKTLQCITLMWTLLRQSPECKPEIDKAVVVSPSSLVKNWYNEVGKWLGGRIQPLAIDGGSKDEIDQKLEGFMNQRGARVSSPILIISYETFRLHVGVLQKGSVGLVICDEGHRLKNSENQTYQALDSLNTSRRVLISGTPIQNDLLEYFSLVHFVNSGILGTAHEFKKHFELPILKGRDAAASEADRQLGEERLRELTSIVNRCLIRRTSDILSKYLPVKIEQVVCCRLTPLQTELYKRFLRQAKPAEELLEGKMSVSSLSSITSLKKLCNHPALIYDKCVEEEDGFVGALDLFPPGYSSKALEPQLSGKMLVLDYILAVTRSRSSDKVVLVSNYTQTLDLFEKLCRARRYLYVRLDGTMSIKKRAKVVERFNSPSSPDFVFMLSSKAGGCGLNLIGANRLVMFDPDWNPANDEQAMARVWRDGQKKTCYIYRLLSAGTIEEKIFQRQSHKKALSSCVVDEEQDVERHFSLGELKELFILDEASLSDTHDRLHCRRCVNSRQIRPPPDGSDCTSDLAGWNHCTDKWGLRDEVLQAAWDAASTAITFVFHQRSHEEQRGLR
# S100A4 inh HTS = S100A4-myosin IIA interaction inhibition; P26447; S100A4/TAMRA-MyoIIA peptide fluorescence polarization; inhibition, % at 10.7 µM; 360,000 compounds, 0.14% hits;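 active = mean inhibition of at least 70% across replicates, with every replicate also reaching that level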
# Target sequence (P26447 whole entry, looked up): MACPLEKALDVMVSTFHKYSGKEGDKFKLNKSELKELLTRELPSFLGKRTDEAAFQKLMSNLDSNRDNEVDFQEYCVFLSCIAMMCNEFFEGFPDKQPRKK
#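 Material: S100A4 monomer (human). Medium: Calcium-containing HEPES buffer, pH 7.2. Probe or stimulus: labelled myosin peptide probe, 5 nM. Compound dosing: one concentration per compound. Timing: polarization read 5 min after assay mix addition, stable 5–60 min. Benchmarks: DMSO as neutral control, TFP as positive control.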
# FN deposition inh = fibronectin deposition inhibition. AH1F fibroblasts, Alexa488-fibronectin deposition fluorescence, overnight. inhibition, % at 12.6 µM. 350,000 compounds, 0.086% hits;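 active = mean inhibition across replicates of 30% or more, regardless of how many single replicates reach that level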;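 note: positive control wells lacked labelled fibronectin entirely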
#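 Material: AH1F fibroblast monolayer depositing Alexa488-labelled fibronectin into matrix / Amount: 10000 AH1F cells per well / Signal: fluorescence 485/525 nm / Medium: DMEM, 2% serum / Compound: single dose, pinned / Incubation: 1 h cell adhesion before compound, then overnight fibronectin incubation / Reagent: Alexa488-FN, 24 nM final / Read-out: inhibition of fibronectin deposition signal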
# E-sel inducer = E-selectin induction on HUVECs. P16581. AID 686992. HUVEC E-selectin immunofluorescence imaging; normalized: neutral wells 0, TNF-alpha wells 100. activation, % at 7.58 µM. 260,000 compounds, 0.37% hits;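 active = mean E-selectin-positive cell signal at least 10% of the positive control, reached in at least 60% of replicates, without over 20% cell loss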;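 note: in these data hits start at about 27%; measured in HUVEC primary endothelial cells; signal is the percent of cells scored E-selectin positive by PE staining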
#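 Assay system: HUVEC, human umbilical vein endothelial cells / Amount: 3,000 HUVEC/well / Controls: TNF-alpha positive control, DMSO neutral control / Compound dosing: single concentration / Medium: EGM-2 over gelatin coat / Evaluation: percent E-selectin-positive cells / Signal: immunofluorescence imaging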
# RAD52 inh = blocks human RAD52 DNA annealing; P43351; recombinant RAD52 DNA annealing, FRET fluorescence; inhibition, % at 18.7 µM; 360,000 compounds, 0.46% hits; AID 651710;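 active = every replicate showing at least 50% inhibition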
# Xi reactivation = activators of X-chromosome reactivation in mouse fibroblasts; XiGFP mouse fibroblasts, % GFP-positive cells imaging, 3 d; cells co-treated with 5-aza-dC sensitizer; scaled so ellipticine positive control = 100%; activation, % at 7.58 µM; 360,000 compounds, 0.055% hits; AID 743238;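 active = mean normalized replicate activation at least 10% and every replicate at or above 10%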;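 note: 0% = median of on-plate neutral control wells and 100% = ellipticine 6 µM median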
#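 Material: XiGFP fibroblasts, SV40-immortalized. Buffer or medium: DMEM plus 5-aza-dC sensitizer. Compound: single concentration per compound, delivered by pin transfer. Times: 3 days compound exposure. Controls: ellipticine 6 µM.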
# esBAF inh = blocks esBAF chromatin remodeling in mouse ES cells; Bmi1-luciferase knock-in reporter, 24 h; 100% = twice the neutral-well signal; reporter increase, % at 12.5 µM; 350,000 compounds, 2% hits; AID 602393; in the data active = activation above about 40%;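 note: 0% = median of the plate's neutral control wells and 100% = double that signal; a rise in the Bmi1 reporter signal indicates esBAF inhibition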
# EWS-Fli block = EWS/Fli transcriptional activity inhibition | inhibition, % at 12.6 µM | 350,000 compounds, 0.67% hits | A673 NR0B1-luciferase reporter, viability-normalised | AID 651661;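 active = mean inhibition of at least 50% after viability correction, with every replicate also passing that limit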;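 note: firefly luciferase signal divided by Alamar Blue viability fluorescence both relative to DMSO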
# * = called active by the depositor; . = not tested or not shown.
SMILES,RAD54 branch,S100A4 inh HTS,FN deposition inh,E-sel inducer,RAD52 inh,Xi reactivation,esBAF inh,EWS-Fli block
CC(=O)C[C@@H](O)CC(=O)[C@@H]1OC(=O)CCCCCCCCc2ccccc21,5,3,-2,-0.1,-5,0.3,-6,-1
CO/N=C(\Cn1ncc(N2CCOCC2)c(Br)c1=O)c1ccc(Cl)cc1,.,-27,5,3.7,-15,0.0,.,22
CN(c1ccccc1)S(=O)(=O)c1ccc(NC(=O)C2CC2)cc1,-4,1,-9,0.0,-10,-0.1,.,2
CCCCC[C@@H]1CCCCC[C@@H](O)C[C@@H](O)[C@H](O)/C=C/C(=O)O1,.,0,9,-0.2,2,0.0,.,5
CCOc1cccc2sc(N(CCCN(C)C)C(=O)Cc3ccccc3)nc12,-9,-2,-4,.,-8,0.1,-10,-1
O=C(O)c1ccccc1NS(=O)(=O)c1cccc(-n2sc3ccccc3c2=O)c1,-4,1,-6,.,-15,0.3,-8,10
O=C1CNC[C@@H]2[C@H](c3ccc(C4=CCCCC4)cc3)[C@H](CO)N12,.,12,-7,0.2,5,0.1,.,7
CNC(=O)C[C@H]1CC[C@@H]2[C@H](COc3ccc(NC(=O)c4cc(F)cc(F)c4)cc3C(=O)N2C)O1,5,-11,6,0.1,11,0.1,4,-8
O=C(C1CCCC1)N1[C@@H]2CN(S(=O)(=O)c3ccc(F)cc3)c3ccccc3[C@@H]2[C@@H]1CO,-7,8,8,0.0,-7,0.0,-4,-4
COc1ccc(N2CCN(C(=O)c3cn(CC4CCCCC4)nn3)CC2)cc1,4,-2,-4,.,-9,0.0,17,-22
C[C@H]1CN([C@@H](C)CO)C(=O)Cc2cc(NC(=O)c3ccncc3)ccc2O[C@@H]1CN(C)CC1CC1,-12,-109,-4,0.2,13,-1.3,-7,5
O=C(NCc1ccco1)/C(=C/c1ccco1)NC(=O)c1ccco1,.,-8,0,.,-47,0.1,.,3
COc1ccc(/C=N/NC(=O)CCn2c3ccccc3c3ccccc32)cc1OC,.,5,-6,-2.6,-2,0.3,.,-8
O=C(CSC1=NC(=O)C(c2ccccc2)C(=O)N1)Nc1ccccc1[N+](=O)[O-] (stereo not given),-1,-1,-4,-0.8,-14,0.0,2,2
C/C=C/c1ccc2c(c1)O[C@H](CN(C)C(=O)c1ccc(F)cc1)[C@H](C)CN([C@H](C)CO)S2(=O)=O,-3,6,-2,0.1,16,-1.2,2,3
COc1ccc(CN2CCC(C(=O)Nc3ccc(Oc4cccnc4)cc3)CC2)cc1,-6,-4,6,-0.2,8,0.0,-1,24
O=C(CSc1nnc(NC(=O)c2ccccc2F)s1)NCC1CCCO1 (stereo not given),0,1,3,-0.3,-26,0.4,.,-20
Cc1ccccc1C(=O)NC1CCN(CC(=O)Nc2ccccc2Cl)CC1,5,-3,1,-0.1,-6,0.2,-4,18
C[C@@H]1CN([C@@H](C)CO)C(=O)c2cc(C#CC3CC3)cnc2O[C@@H]1CN(C)Cc1ccncc1,0,-10,-8,-0.7,-8,0.1,-3,-5
O=C(NN1CCOCC1)c1cc(Cl)ccc1Cl,12,3,-1,0.0,-2,0.0,1,.
Cc1ccc(S(=O)(=O)N2CCOCC2)cc1NC(=O)CNc1ccccc1N1CCCC1=O,8,3,-7,2.1,-1,0.0,-3,-1
Clc1ccc2nc(CSCc3ccccc3)cn2c1,.,-1,-4,.,-5,0.0,.,-47
O=C(CSc1nnc(CNC(=O)c2ccco2)o1)Nc1nc2ccccc2s1,.,-3,5,-6.4,-26,0.2,.,-4
Cc1ccc(Nc2ncnc3c2cnn3C)c(C)c1,7,-4,-12,.,-6,0.0,-6,-1
OCCC1CN(Cc2nc3ccccc3[nH]2)CCN1C1CCCC1 (stereo not given),-3,-5,4,0.2,-11,-0.1,0,4
O=C(NCCN1CCOCC1)c1ccc(Cl)c([N+](=O)[O-])c1,-5,0,-2,-0.1,-12,0.2,-5,5
COc1cccc(-c2ccc3n(c2=O)C[C@H]2[C@H](CO)[C@@H](C(=O)N(C)C)N(C(=O)C4CCC4)[C@@H]32)c1,-4,-3,.,0.3,11,0.1,-7,-1
CC(C)C(=O)NC(=S)Nc1c(Cl)ccc2nsnc12,-6,1,-2,0.9,-4,0.3,-4,-10
COCCN(C(=O)CSc1nc2ccc(C)cc2[nH]1)c1c(N)n(Cc2ccccc2)c(=O)[nH]c1=O,.,6,-8,.,-7,0.7,.,4
O=C(N/N=C/c1sc(=O)n(-c2ccccc2)c1Cl)c1ccccc1,.,-9,.,.,-182,0.2,.,-53
COc1ccc(NC(=O)N2CCCCN3[C@H](CO)[C@@H](c4ccc(-c5ccccc5C)cc4)[C@@H]3C2)cc1,3,-1,.,0.0,4,0.3,.,.
Cc1ccc(S(=O)(=O)CCC(=O)N2CCN(c3ccc(Cl)cc3)CC2)cc1,-5,-2,.,.,-21,.,3,7
CCOc1cc(-c2nc3n(c(=O)c2C#N)CCS3)ccc1O,6,0,0,-0.3,-67,0.0,-11,15
O=C(O)Cc1sc(Nc2cccc3ccccc23)nc1-c1ccc(Cl)cc1,-15,-12,1,0.7,-6,0.5,-1,4
CN(C)c1ccc(S(=O)(=O)NCC(=O)NCC2CCCCC2)cc1[N+](=O)[O-],-8,0,-3,0.1,-10,0.0,-6,-8
C/C=C/c1ccc2c(c1)O[C@H](CN(C)Cc1ccc(F)cc1)[C@H](C)CN([C@H](C)CO)S2(=O)=O,1,-1,6,0.0,2,-1.1,-3,40
Cc1ccc(S(=O)(=O)N2CCN(C(=O)CSc3nnnn3C)CC2)c(C)c1,.,0,5,-0.1,-10,0.2,.,-3
COc1ccc(S(=O)(=O)N(C)C[C@H]2OCc3ccccc3-c3c(n(C)c4ccccc34)C(=O)N([C@H](C)CO)C[C@H]2C)cc1,3,-2,8,0.1,8,0.3,-1,9
Cn1c2ccccc2c(=O)c2ccc(NCc3ccc4c(c3)OCO4)cc21,0,-3,-1,0.2,-3,0.1,44*,-70
COc1ccccc1CC(NC(C)=O)C(=O)NC1CCN(C(=O)c2cccc(Cl)c2)CC1 (stereo not given),2,-3,4,-0.1,-8,0.0,2,5
COc1cccc(NC(=S)N(CCCN2CCN(C)CC2)Cc2ccco2)c1,2,3,10,1.8,-15,0.0,3,6
CO[C@H]1CN(C)C(=O)c2cc(NC(=O)C3CCCCC3)ccc2OC[C@@H](C)N(Cc2nccs2)C[C@@H]1C,-5,-7,2,0.1,-2,0.3,3,-10
Cc1cc(-c2nnc(SCC(=O)Nc3ccc(F)c(F)c3)n2N)n[nH]1,-1,1,-4,.,-11,0.0,-2,.
COc1ccc2ccccc2c1/C=N/NC(=O)c1cccc(Br)c1,.,-1,7,.,-12,-0.1,.,5
C[C@H](CO)N1C[C@H](C)[C@H](CN(C)S(C)(=O)=O)Oc2ncc(C#CC3CCCCC3)cc2C1=O,-2,4,-14,-0.2,-7,-0.7,-1,-5
O=C(Nc1ccccc1)N[C@@H]1CC[C@@H](CCNS(=O)(=O)c2cccc(F)c2)O[C@H]1CO,-3,-4,.,-0.2,2,0.3,1,-1
CCCNC(=O)[C@H]1[C@H](CO)[C@H]2Cn3c(ccc(-c4cccc(OC)c4)c3=O)[C@H]2N1C,.,2,.,-1.3,-7,0.1,.,-6
Cc1c(C)c(C)c(/C=[N+](/C)[O-])c(C)c1C,.,-1,3,-2.4,-10,-0.4,.,-10
CNn1cnc2ccsc2c1=O,.,0,7,.,-7,0.1,.,3
CN1CCc2c(sc(NC(=O)C3CCN(S(=O)(=O)c4cccs4)CC3)c2C(N)=O)C1,-7,-4,.,-1.9,-7,-0.1,-3,-2
# Going on with the list:
SMILES,RAD54 branch,S100A4 inh HTS,FN deposition inh,E-sel inducer,RAD52 inh,Xi reactivation,esBAF inh,EWS-Fli block
CCOC(=O)C(NC(=O)c1ccccc1)C(C)(C)SCc1ccccc1 (stereo not given),.,-4,4,0.1,-4,-0.1,-3,-10
C[C@@H]1CN([C@H](C)CO)C(=O)c2cc(NS(C)(=O)=O)ccc2O[C@@H](C)CCCCO[C@@H]1CN(C)C,3,3,7,-0.1,6,0.2,1,-5
C=CC[C@@H](CC(=O)N[C@@H](CO)Cc1ccccc1)C(=O)NC[C@@H](OC(=O)[C@@H](CC=C)Cc1ccc(F)cc1)c1ccccc1,2,.,-12,0.2,.,0.6,-12,-6
Cc1noc(C)c1S(=O)(=O)Nc1ccc2c(c1)C(=O)N([C@H](C)CO)C[C@@H](C)[C@@H](CN(C)CC1CCCCC1)OCCCC[C@@H](C)O2,5,20,.,-0.3,8,-0.1,-1,1
C=C1CC[C@@H]2[C@](C)(CCC[C@@]2(C)/C=C/[C@@H](O)C(C)(C)O)[C@H]1CC(=O)NCCS(=O)(=O)O,-1,-4,-1,0.0,-30,-0.1,-1,-1
COc1ccc2c3c(n(C)c2c1)[C@@H](CO)N(C(=O)Nc1ccccc1F)CC31CCN(C)CC1,.,14,.,1.0,15,-0.1,.,5
C(=C\N1CCCCCC1)/c1nnnn1-c1ccc(-c2ccccc2)cc1,-7,4,0,0.1,-19,0.0,-6,-2
OCCN1CCN(c2ncnc3c2sc2nc(N4CCOCC4)c4c(c23)CCC4)CC1,53*,-3,.,.,15,.,-4,-5
CNC[C@@H]1OCCCC[C@H](C)Oc2ccc(NC(=O)Nc3ccc(F)cc3)cc2C(=O)N([C@H](C)CO)C[C@H]1C,.,.,.,-0.2,.,0.0,-7,-6
CC(C)c1ccc(/C=N/NC(=O)c2cc(-c3cccc([N+](=O)[O-])c3)n[nH]2)cc1,-6,0,10,.,-9,0.2,.,5

# 4 compounds from above, limited to RAD54 branch, FN deposition inh and esBAF inh.
mol	RAD54 branch	FN deposition inh	esBAF inh
C[C@@H]1CN([C@H](C)CO)C(=O)c2cc(NS(C)(=O)=O)ccc2O[C@@H](C)CCCCO[C@@H]1CN(C)C	3	7	1
C=CC[C@@H](CC(=O)N[C@@H](CO)Cc1ccccc1)C(=O)NC[C@@H](OC(=O)[C@@H](CC=C)Cc1ccc(F)cc1)c1ccccc1	2	-12	-12
Cc1noc(C)c1S(=O)(=O)Nc1ccc2c(c1)C(=O)N([C@H](C)CO)C[C@@H](C)[C@@H](CN(C)CC1CCCCC1)OCCCC[C@@H](C)O2	5	.	-1
C=C1CC[C@@H]2[C@](C)(CCC[C@@]2(C)/C=C/[C@@H](O)C(C)(C)O)[C@H]1CC(=O)NCCS(=O)(=O)O	-1	-1	-1

# (cont.)
SMILES,RAD54 branch,S100A4 inh HTS,FN deposition inh,E-sel inducer,RAD52 inh,Xi reactivation,esBAF inh,EWS-Fli block
COc1ccc(-n2c(SCC(=O)Nc3ccccc3)nc(O)cc2=O)cc1,-2,-7,-7,.,-40,-0.1,-3,9
COc1ccc(-c2csc(C(NC(C)=O)c3cccc(F)c3)n2)cn1 (stereo not given),6,2,0,0.0,0,-0.1,-11,-2
CC(C)Cc1ccc(C(C)C(N)=Nc2ccc(O)cc2)cc1 (stereo not given),3,-4,7,0.1,-2,-0.1,-11,40
Cc1ccc(CNC(=O)CCCc2nc3ccccc3s2)cc1,.,-10,5,.,-18,0.0,.,-43
COc1ccc(S(=O)(=O)N(C)C[C@@H]2Oc3c(cccc3N(C)C)C(=O)N([C@H](C)CO)C[C@H]2C)cc1,1,-12,-9,-0.2,-11,0.2,2,.
